# Pf Dd2 inh: blocks in vitro growth of P. falciparum Dd2. hit rate 4.3% among 120,000. P. falciparum Dd2 growth, SYBR Green, 72 h. Potency, µM (highest dose often 28.9 µM), for the others: at the top dose activity, negative = inhibition, usual class: inhibitors; active = well fitted inhibition curve with a large enough effect; inconclusive = small, poorly fitted or top-dose-only effect; inactive = no such curve, though single readings can be large or run the other way;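 note: plate controls were DMSO vehicle for no effect and reference drug for full effect; nearly all actives have a fitted effect of over 65% in size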
#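 Readout: SYBR Green fluorescence, 485 nm excitation, 535 nm emission, after ~16 h lysis at 37C. Before that, Dd2-infected red cells (2.5% hematocrit) grew 72 h with compound, 29 uM top final concentration.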
# An asterisk follows results filed as active; i = inactive; ? = inconclusive; [ ] = remark or other dose. Potency is the fitted concentration of half-maximal effect. Only part of the results is shown; rates above refer to the full screens.
SMILES,Pf Dd2 inh
COC(=O)[C@@H](C)NC(=O)[C@H]1CN(C(=O)Nc2ccccc2)CCN1C(=O)c1cccs1,12%
Cc1noc(C)c1NC(=O)N[C@@H]1CCC[C@@H](C(=O)N2CCN(C)CC2)CC(=O)N(C)C1,3%[44.1 µM]
COc1ccc(C)cc1NC(=O)Cn1nc2n(c1=O)CCCCC2,9%
CC(=O)NCCC(=O)N1Cc2ccccc2CC2(CCCN(CC3CCOCC3)C2)C1 (stereo not drawn),2%
Cc1ccc(S(=O)(=O)c2cn(C)c3cc(N4CCCC4)c(F)cc3c2=O)c(C)c1,10µM*
O=C(Cn1cccn1)NC1CC(=O)N(Cc2ccccc2C(F)(F)F)C1 (stereo not drawn),-19%
Cc1cccc(C(=O)NCc2nnc3cc(-c4nc(C5CC5)no4)ccn23)c1,?
CN1C(=O)C2(CCN(C(=O)c3ccc(S(N)(=O)=O)cc3)CC2)c2ccccc21,?
CC1=C(c2ccc(C)cc2)S(=O)(=O)N(Cc2ccc(C(=O)NCc3cccc(C)c3)cc2)C1=O,12%
Cc1ccc(SCC(=O)Nc2ccc3oc(-c4ccccc4C)nc3c2)cc1,21%
Cc1ccc(NC(=O)CCNS(=O)(=O)c2ccc3c(c2)CCCC(=O)N3)cc1,22%
CCSc1ncc(Cl)c(C(=O)N(Cc2ccccc2)c2ccc(OC)cc2)n1,-17%
CCc1cccc(C)c1NC(=O)C1CCCN(S(=O)(=O)c2cccc3nsnc23)C1 (stereo not drawn),23%
CC(C)C1=NOC2(CCN(C(=O)c3ccc4c(c3)OCO4)C2)C1 (stereo not drawn),14%
Cc1cccc(NC(=O)CCn2cnnn2)c1C,-16%

# Given with tabs: six of the compounds above.
Structure	Pf Dd2 inh
Cc1cccc(NC(=O)CCn2cnnn2)c1C	-16%
CC(C)C1=NOC2(CCN(C(=O)c3ccc4c(c3)OCO4)C2)C1 (stereo not drawn)	14%
CN1C(=O)C2(CCN(C(=O)c3ccc(S(N)(=O)=O)cc3)CC2)c2ccccc21	?
Cc1ccc(SCC(=O)Nc2ccc3oc(-c4ccccc4C)nc3c2)cc1	21%
Cc1noc(C)c1NC(=O)N[C@@H]1CCC[C@@H](C(=O)N2CCN(C)CC2)CC(=O)N(C)C1	3%[44.1 µM]
O=C(Cn1cccn1)NC1CC(=O)N(Cc2ccccc2C(F)(F)F)C1 (stereo not drawn)	-19%

# Remaining list, next part:
SMILES,Pf Dd2 inh
COc1ccc(CC(=O)N2CC[C@H]3COC(=O)N3c3cc(F)ccc3C2)cc1,-13%[44.1 µM]
CCN(CC)C1CCOC2(CCN(C(=O)C(C)C)CC2)C1 (stereo not drawn),-2%
Cc1ccc2c(c1)c1c3n2CCN(C(=O)c2ccc(C(F)(F)F)cc2)C3CCC1 (stereo not drawn),19%
O=c1c2c(-c3ccc(Cl)cc3)ccnc2[nH]n1-c1ccccc1,45%[activator]
CC(C)NC(=O)N1CCC[C@@H](O)[C@H](NC(=O)c2ccc(OCCN3CCCC3)cc2)C1,-17%[44.1 µM]
O=C(CCS(=O)(=O)c1nc(-c2cccs2)cc(C(F)(F)F)n1)Nc1ccc(OC(F)(F)F)cc1,22%
CCCCN1CC(c2nc3ccccc3n2CCCCOc2ccc(C)c(C)c2)CC1=O (stereo not drawn),?
Cc1ccccc1Nc1cc2c(nc1-c1ccccc1)nc(C(=O)NCCN(C)C)n2C,7.9µM*
O=C(CSc1nnc(-c2ccccc2Cl)o1)N1CCCc2ccccc21,-29%
O=C(Nc1cc(Cl)cc(Cl)c1)c1ccc2c(c1)N(Cc1cccc(Cl)c1)C(=O)c1ccccc1S2=O (stereo not drawn),-13%
COc1cccc(N2C(=O)CSC23C(=O)N(CC(=O)Nc2cccc(Cl)c2)c2ccccc23)c1 (stereo not drawn),?
CCCNC(=O)N[C@@H]1C[C@H](COc2ccc(S(C)(=O)=O)cc2)[C@@H](O)[C@H]1O,1%[44.1 µM]
O=CN1CCC(n2cnc3cccnc32)CC1,11%[44.1 µM]
Cc1ccc(N2CC(c3noc(-c4cnccn4)n3)CC2=O)cc1 (stereo not drawn),19%
Cc1ccccc1C(=O)NC(C(=O)N1CCCC1)C1CCN(C(=O)c2ccc3c(c2)OCO3)CC1 (stereo not drawn),i
Cc1c(Cl)cc(C(=O)NCC2CNCCOC2)cc1Cl (stereo not drawn),?
CN1CCN(c2cc(=O)c3ccnc(-c4ccccc4O)c3o2)CC1,i
COc1ccc(Cl)cc1C(=O)NCc1nnc2cc(-c3nc(C)no3)ccn12,i
COC[C@@H]1CN(C(=O)c2cc[nH]c(=O)c2)C[C@H]1c1ccncc1,i
Cn1ccnc1CN[C@@H]1CO[C@H](CNC(=O)N2CCOCC2)[C@H]1O,-2%[44.1 µM]
COc1cc(Cl)c(C)cc1NC(=O)NC1COc2ccccc2C1 (stereo not drawn),-4%
CCOCCCNC(=O)c1cc2cn(C3CC3)cc2s1,-27%
Cc1cc(Br)ccc1NC(=O)c1ccc(NS(=O)(=O)c2c(C)noc2C)cc1,?
CN1C(=O)N(C)C2(CCN(CCc3ccccc3)C2)C1=O (stereo not drawn),1%
Cc1cccc(NC(=O)c2cc3c(=O)n(Cc4cccnc4)ccc3nc2C)c1,-12%
COc1ccc(Cl)cc1NC(=O)c1c(NCc2cccnc2)sc2c1CCCC2,11µM*
COC(=O)c1c(NC(C)=O)c2cc(NC3CCCCC3)cnc2n1CC1CCCO1 (stereo not drawn),-18%
COc1ccc(CNC(=O)NCC2Cn3cccc3C(=O)N2C)cc1 (stereo not drawn),0%
CN(C)c1ccc(CNC(=O)C2CCN(S(=O)(=O)c3ccc4[nH]c(=O)ccc4c3)CC2)cc1,3%
COCCNC(=O)c1cnc2c(c1)N(Cc1ccccc1C(F)(F)F)CCC2,?
COc1ccc(Cl)cc1-c1ccc2c(c1)C(=O)N1CCN(C(=O)COc3ccccc3)C[C@@H]1C(=O)N2,i
O=C(NCc1nnc2ccc(-c3ccccc3)nn12)c1ccc[nH]c1=O,-15%
Cc1c(C(C)NC(=O)c2cc(=O)[nH]c(=O)[nH]2)cnn1-c1cccc2ccccc12 (stereo not drawn),-11%
O=C(/C=C/c1ccccc1)N1CCN(Cc2cc(=O)n3nc(-c4ccccc4F)sc3n2)CC1,15%
CC(C)c1cccc(C(C)C)c1NC1=NS(=O)(=O)c2ccccc21,-14%
COc1cc(NC(=O)CN2C(=O)NC3(CCC(C(C)(C)C)CC3)C2=O)cc(OC)c1OC (stereo not drawn),?
O=C(C1CCCC1)N1CCn2c(nn(-c3ccc(F)cc3)c2=O)C1,14%[44.1 µM]
CCc1cc(CNC(=O)C2CCN(c3nc(-c4ccccc4)nc4c3CCC4)CC2)on1,?
COc1ccc(-c2nnc3ccc(NCCc4ccccn4)nn23)nc1,?
COc1ccc(Cn2c(SCc3ccc(C(=O)NC4CCCC4)cc3)nc3cccnc32)cc1,?
Cc1ccc(CNC(=O)N2CCCC3(CCC(=O)N(CC4CC4)C3)C2)cc1 (stereo not drawn),-8%
COc1ccc(C(=O)Oc2ccc(C3NC(=O)c4c(sc5c4CCN(C)C5)N3)cc2OC)cc1 (stereo not drawn),-11%
CCOc1ccc(NC(=O)CCn2c(-c3ccc(F)cc3)cc(C(C)=O)c2C)cc1,i
COc1ccc(Br)cc1C(=O)Nc1ccc(-c2nc3cc(Cl)ccc3o2)cc1,25%
CC(C)NC(=O)c1cc(C(C)(C)C)c2cccn2n1,-7%[44.1 µM]
COc1cc(Cl)c(C)cc1NC(=O)c1cc2ccc3cccnc3c2[nH]1,?
Cc1cc2c(cc1S(=O)(=O)CCC(=O)N1CCCCC1C)OCC(=O)N2 (stereo not drawn),-3%
Oc1c(C(c2ccccc2F)N2CCN(Cc3ccccc3)CC2)sc2nc(-c3ccco3)nn12 (stereo not drawn),-24%
CC(=O)Nc1ccc(S(=O)(=O)N2CCC(n3c(C)nc4cccnc43)CC2)cc1,?
CN(Cc1cccnc1)C1CN(C(=O)CCc2nc3ccccc3s2)C1,-18%
COc1ccc(CCNCc2c(C(=O)O)c(C)n(Cc3cccc(C)c3)c2C)cc1OC,?
CCN1C(=O)C(Cc2nc3ccccc3c(=O)n2-c2ccc(OC)cc2)c2ccccc21 (stereo not drawn),2%
CC(=O)N1CCN(C(=O)c2cnc3c(c2)N(C(=O)Cc2ccc(C(C)C)cc2)CCC3)CC1,-12%
CC(=O)N(C1CCOCC1)C1CCN(S(=O)(=O)c2ccc3c(c2)OCCO3)CC1,-18%
O=C(Nc1cccc(Br)c1)c1cc(-c2ccc3c(c2)OCCO3)on1,12%
O=C(Cn1ccn2nc3c(c2c1=O)CCCCC3)Nc1cc(F)ccc1F,7%
O=C(Nc1ccc2oc(-c3ccncc3)nc2c1)c1ccccc1Cl,?
Cc1noc(-c2cccs2)c1C(=O)NC(C)c1cccc2ccccc12 (stereo not drawn),?
COc1ccccc1NC(=O)c1c(C)cc(C)nc1SCC(=O)Nc1ccc(C)c(C)c1,10%
Cc1ccc(NC(=O)c2sc3nc(-c4cc5ccccc5oc4=O)[nH]c(=O)c3c2C)c(C)c1,25%
# (next part)
SMILES,Pf Dd2 inh
CNC(=O)[C@H]1CN(Cc2ccccc2)C[C@H]1C(=O)O,i
COc1cccc(-c2nc3cnccn3c2NCCC(=O)Nc2ccc(F)cc2C)c1,i
Cc1nn2c(c1-c1ccnn1C(C)C)N(Cc1cccc(C#N)c1)CCC2,-18%[44.1 µM]
NC(=O)c1ccccc1NC(=O)Cn1nc(Cc2cccnc2)c2ccccc2c1=O,6%
CCN1CCN(c2nnc(-n3cccc3C(=O)Nc3cccc(OC)c3)s2)CC1,25%
CCN(CC)c1ccc(NC(=O)c2cc(C)nc3c2c(C)nn3-c2cccc(F)c2)c(C)c1,21%[5.79 µM]
COc1ccc(-c2nc3cc(C(C)C)ccc3o2)cc1NC(=O)c1ccc(C)c(Cl)c1,17%
COCCNC(=O)[C@H]1C[C@H](Oc2ccccc2)CN1C(=O)c1cccs1,10%
COc1ccc(OC)c(NC(=O)Cn2c(=O)c(-c3noc(C)n3)c3n(c2=O)CCCC3)c1,54%[activator]
COc1cccc(NC(=O)CN2C(=O)NC3(CCC(C)CC3)C2=O)c1 (stereo not drawn),-26%
Cc1ccc(S(N)(=O)=O)cc1C(=O)N1CCCn2nc(C(C)O)cc2C1 (stereo not drawn),-24%
Cc1cccc(CNC(=O)c2ccc3oc(=O)n(Cc4ccccc4)c3c2)c1,-3%
CC(=O)c1ccc(NC(=O)c2ccc(NC(=O)CCS(=O)(=O)c3cccs3)cc2)cc1,6%
CCN(Cc1ccccc1)C(=O)CCc1c(C)nc2c(c(C)nn2-c2ccc(C)c(C)c2)c1C,-12%
COc1ccc(NC(=O)Cn2c(SCc3ccc(F)cc3)nc3cccnc32)c(OC)c1,9%
COc1cc(C(=O)Nc2cccc(OCc3cc(=O)n4c(C)csc4n3)c2)cc(OC)c1OC,-17%
O=C(NCc1noc2ccccc12)N1CCN(c2ccccc2)CC1,-11%
CCOc1ccc(NC(=O)[C@H](Cc2ccccc2)N2Cc3ccccc3C2=O)cc1,-21%
O=C(c1ccnc(CC2CC(=O)N(c3ccccc3)C2)c1)N1CCCCC1 (stereo not drawn),-10%
COc1ccc(C(=O)Nc2ccc3nc(N4CCCCC4)cc(C)c3c2)cc1OC,3.2µM*
COCC(=O)N1CCC(O)(c2csc(CN3CCc4ccccc4C3)n2)CC1,i
CCSc1nnc(NC(=O)c2cc(=O)c3cc(C)c(C)cc3o2)s1,22%
CNC(=O)c1ccc(CNc2nc(CCN)nc3sc(C)c(C)c23)o1,10µM*
CC1=C[C@@H](CNC(=O)CCC(=O)O)[C@H](C(C)C)C[C@H]1CC(=O)NCc1cccnc1,8%[44.1 µM]
CC1CCc2c(sc3nnn(CC(=O)Nc4ccccc4Cl)c(=O)c23)C1 (stereo not drawn),3%
CC(CNC(=O)C1CCN(C(=O)c2ncn3c2COC(c2ccccc2)C3)CC1)c1ccccc1 (stereo not drawn),-28%
Cc1ccc(C(=O)N2CC(c3nnc(-c4ccc(C)cc4)o3)C3(CCOCC3)C2)cc1 (stereo not drawn),?
Cc1cccc(NC(=O)CCCn2c(C)c3cnn(-c4ccccc4)c(=O)c3c2C)c1C,-2%
COc1cc(OC)c(C2C(C(=O)Nc3ccccc3)=C(C)Nc3ncnn32)cc1OC (stereo not drawn),4%
CCn1nccc1C(=O)N1CCCCCCNC(=O)[C@@H]2C[C@@H](c3nc(Cc4ccccc4)no3)C[C@@H]21,-20%

# Another view of some results above.
compound | Pf Dd2 inh
COC(=O)[C@@H](C)NC(=O)[C@H]1CN(C(=O)Nc2ccccc2)CCN1C(=O)c1cccs1 | 12%
Cc1noc(C)c1NC(=O)N[C@@H]1CCC[C@@H](C(=O)N2CCN(C)CC2)CC(=O)N(C)C1 | 3%[44.1 µM]
COc1ccc(C)cc1NC(=O)Cn1nc2n(c1=O)CCCCC2 | 9%

# In the list so far, four have two or more sulfur atoms:
SMILES,Pf Dd2 inh
CCc1cccc(C)c1NC(=O)C1CCCN(S(=O)(=O)c2cccc3nsnc23)C1 (stereo not drawn),23%
O=C(CCS(=O)(=O)c1nc(-c2cccs2)cc(C(F)(F)F)n1)Nc1ccc(OC(F)(F)F)cc1,22%
CC(=O)c1ccc(NC(=O)c2ccc(NC(=O)CCS(=O)(=O)c3cccs3)cc2)cc1,6%
CCSc1nnc(NC(=O)c2cc(=O)c3cc(C)c(C)cc3o2)s1,22%

# (cont.)
SMILES,Pf Dd2 inh
O=C(Nc1cccc(-c2nnc3n2CCCC3)c1)c1ccc(F)c(F)c1,?
N#Cc1c(C(F)(F)F)cc(-c2cccs2)nc1SCC(=O)Nc1ccc(Cl)cc1,?
CC1=C(C(=O)OCc2ccc(C)cc2)C(c2ccccc2Cl)CC(=O)N1 (stereo not drawn),?
COc1ccc(NC(=O)Cn2c(=O)oc3cc(S(=O)(=O)N4CCCC4)ccc32)cc1OC,35%[activator]
Cc1ccc2oc(C(=O)Nc3ccc(S(=O)(=O)N(C)Cc4ccccc4)cc3)cc(=O)c2c1,22%
Cc1ccc2[nH]c(=O)c3cc(C(=O)N(CCCOC(C)C)Cc4ccco4)sc3c2c1,?
